PG9 binder: PG9 antibody binding by small molecule; inhibition, % at 6.7 µM; hit rate 0.43% among 360,000; TR-FRET gp120-PG9 antibody binding; in the data active means inhibition above about 8.5%
rCAG RNA binder: molecules binding r(CAG) RNA repeats | inhibition, % at 3 µM | AID 651821 | r(CAG) RNA repeat, TO-PRO-1 dye displacement fluorescence | hit rate 1.3% among 370,000;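 active means inhibition above the plate cutoff, the mean of all test compounds on that plate plus 3 SD, cut at about 35% in these data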;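 further: 0% = DMSO alone and 100% = 100 µM mitoxantrone as full dye displacement; higher means more dye released from RNA so lower well fluorescence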
ASAP1 inh: inhibitors of human ASAP1 ArfGAP activity; Q9ULH1; ASAP1-stimulated ARF1 GTP hydrolysis, GDP FP detection; inhibition, % at 16.5 µM; hit rate 0.19% among 360,000; AID 624377; in the data active means inhibition above about 25%;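 further: 0% = vehicle with enzyme and substrate and 100% = no enzyme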
ARFGAP1 inhibitor: inhibitors of rat ARFGAP1; Arfgap1-stimulated ARF1 GTP hydrolysis, GDP FP detection; inhibition, % at 16.5 µM; hit rate 0.26% among 360,000; AID 651572;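 active means inhibition above a per-plate limit, mean inhibition of low control wells plus 3 SD, cut at about 25% in these data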;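 further: 0% = DMSO wells with enzyme and 100% = wells lacking Arfgap1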
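system = rat Arfgap1 catalytic domain, aa 1-136 | technique = FP, GDP Alexa 633 tracer displaced from anti-GDP antibody, 620/688 nm | compound = one concentration, 16.5 µM, DMSO 1.26% | medium = HEPES-based buffer, pH 7.5 | timing = compound-enzyme preincubation 20 min, reaction 120 min, detection 60 min, 25 °C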
NPR2 activator: GC-B (human) receptor activation; P20594; HEK293-GC-B cells, CNP EC30, cGMP TR-FRET; 0% at EC30 CNP, 100% saturating CNP; activation, % at 10 µM; hit rate 0.11% among 370,000;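 active means activation at 10 µM reaching about 35% in either raw or pattern-adjusted values, limit read from the data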
NPR1 activator: GC-A (human) enzyme activation | HEK293 GC-A cells, cGMP TR-FRET, EC30 ANP; 0% at EC30 ANP, 100% saturating ANP | activation, % at 10 µM | hit rate 0.14% among 370,000 | AID 1671463; in the data active means activation above about 40%
HTRA1 inh: blocks human HTRA1 serine peptidase | AID 504803 | inhibition, % at 5.96 µM | hit rate 0.5% among 340,000 | Q92743 | recombinant HTRA1, FP-rhodamine activity-based probe, fluorescence polarization; in the data active means inhibition above about 36%;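 further: 0% = enzyme with DMSO and 100% = wells lacking enzyme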
NR1D1 modulator: modulates human Rev-erb alpha binding to DNA. Rev-erbα–FITC-DNA binding, fluorescence polarization, 90 min. activity, % at 10 µM. hit rate 0.79% among 370,000;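 active means activity above about 14%, limit read from the data; passing the limit was not always enough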;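 further: 0% = DMSO wells with 35 nM protein and 100% = DMSO wells with 750 nM protein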
Target sequence (P20393 whole entry, looked up): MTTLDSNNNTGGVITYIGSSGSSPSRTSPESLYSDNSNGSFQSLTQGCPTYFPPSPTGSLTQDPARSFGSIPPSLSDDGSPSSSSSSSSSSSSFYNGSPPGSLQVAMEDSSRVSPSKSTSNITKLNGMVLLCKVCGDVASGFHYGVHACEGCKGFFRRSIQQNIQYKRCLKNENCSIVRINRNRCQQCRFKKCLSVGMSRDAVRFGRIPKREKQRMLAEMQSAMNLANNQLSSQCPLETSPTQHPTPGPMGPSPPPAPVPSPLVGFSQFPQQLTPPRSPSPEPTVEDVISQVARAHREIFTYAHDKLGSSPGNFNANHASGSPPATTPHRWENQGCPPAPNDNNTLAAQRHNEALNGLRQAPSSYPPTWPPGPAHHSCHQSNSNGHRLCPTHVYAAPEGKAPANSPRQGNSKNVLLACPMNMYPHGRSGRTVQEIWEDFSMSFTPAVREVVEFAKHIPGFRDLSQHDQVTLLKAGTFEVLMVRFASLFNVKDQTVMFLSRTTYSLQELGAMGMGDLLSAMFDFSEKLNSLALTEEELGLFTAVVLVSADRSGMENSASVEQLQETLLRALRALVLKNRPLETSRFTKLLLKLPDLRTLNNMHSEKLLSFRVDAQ
SMARCA2 activ: activators of SMARCA2 function; activation, % at 9.1 µM; MG213 cells, MMTV-luciferase reporter, dexamethasone, overnight; hit rate 1% among 370,000; in the data active means activation above about 7.8%;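 further: 0% = vehicle wells and 100% = reference activator wells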
ABHD4 inh: ABHD4 (mouse) inhibition, primary FP screen | AID 720543 | inhibition, % at 8.92 µM | hit rate 0.54% among 370,000 | Q8VD66 | purified mABHD4, FP-Rh probe fluorescence polarization;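 active means inhibition exceeding the mean over every tested compound plus 3 SD, cut at about 30% in these data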;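 further: 0% = plate median of compound wells and 100% = S159A mutant with DMSO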
Target sequence (Q8VD66 whole entry, looked up): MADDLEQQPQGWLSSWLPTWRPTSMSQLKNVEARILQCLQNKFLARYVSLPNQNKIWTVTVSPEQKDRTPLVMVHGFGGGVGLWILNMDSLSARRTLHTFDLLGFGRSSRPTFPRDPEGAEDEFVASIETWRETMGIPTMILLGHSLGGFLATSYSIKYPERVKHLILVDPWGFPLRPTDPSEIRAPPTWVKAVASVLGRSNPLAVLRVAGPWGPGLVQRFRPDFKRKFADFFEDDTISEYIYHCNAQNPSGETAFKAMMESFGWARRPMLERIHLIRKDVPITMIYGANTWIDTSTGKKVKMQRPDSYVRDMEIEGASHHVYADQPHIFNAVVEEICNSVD
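assay system = mABHD4 protein | compound dosing = single nominal dose of 8.92 µM, 0.89% DMSO final | read-out basis = percent inhibition of probe binding, normalized to plate controls | schedule = Enzyme–compound pre-incubation 45 min, then probe 60 min, both 25 °C | detection = fluorescence polarization, excitation 525 nm, emission 598 nm, BODIPY TMR filters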
* = called active by the depositor; . = not tested or not shown; & = joins results of further samples.

Values run as follows: PG9 binder	rCAG RNA binder	ASAP1 inh	ARFGAP1 inhibitor	NPR2 activator	NPR1 activator	HTRA1 inh	NR1D1 modulator	SMARCA2 activ	ABHD4 inh
> CSc1ccccc1C(=O)C1CCCN(Cc2cccc(C)n2)C1 (stereo unspecified)
→ -0.9	-7	0	-4	-2	-6	3	-1	1	1
> Cc1ncc(CNC(=O)N(CCCl)N=O)c(N)n1
→ -0.8	-1	7	8	-1	3	11	-2&0	-6	0
> CCS(=O)(=O)N1CCCC(C(=O)N2CCC3(CC2)OCCO3)C1 (stereo unspecified)
→ 0.2	1	-12	-8	-4	-9	4	3	-1	1
> COC(=O)C1=C(N)Oc2c(c(=O)oc3ccccc23)[C@]12C(=O)N(C)c1ccccc12
→ -1.6	-2	-5	-4	-5	-3	7	-1	0	2
> Cc1cc(OCC(=O)N2CCN(CC(=O)N3CCOCC3)CC2)c(C(C)C)cc1Cl
→ -1.2	-3	6	14	2	-1	4	-1	2	-5
> CCCCNC(=O)c1c(N)n(Cc2ccc3c(c2)OCO3)c2nc3ccccc3nc12
→ 0.5	-1	2	0	13	17	10	4	-1	8
> CO[C@H]([C@H](C)/C=C/N(C)C=O)[C@@H](C)C(=O)CC[C@H](C)[C@H](O)[C@H](C)[C@H]1OC(=O)/C=C/C(C)=C/[C@H](O)[C@H](OC)C[C@@H]2C=CC[C@@H](C[C@H](OC)[C@@]3(CO3)[C@@H](OC)C[C@@H](OC)[C@@H]1C)O2
→ .	.	.	.	-29	-33	.	-4	.	-7
> O=C(Cc1ccccc1)Oc1ccc(N2C(=O)CCC2=O)cc1
→ 0.5	-3	15	8	7	1	11	2	-1	1
> COc1ccc(S(=O)(=O)NCc2ccc(C(=O)N3CCC4(CC3)OCCO4)cc2)cc1
→ .	.	.	.	6	-3	2	-3	.	.
> COc1ccc(C(=O)N2Cc3cnnn3-c3ccccc3C2C#N)cc1 (stereo unspecified)
→ -1.4	2	9	1	5	2	-1	1	2	-2
> c1ccc(C(OCCN2CCN(c3ncccn3)CC2)c2ccccc2)cc1
→ 0.4	-11	-2	0	5	-7	1	-1	-5	-4
> NCC(O)c1ccc(O)cc1 (stereo unspecified)
→ -0.7	2	6	6	1	3	10	5&1	0	0
> CN1CC=C(c2c[nH]c3ccccc23)CC1
→ 1.7	0	0	-9	-2	1	0	-8	1	-7
> CC/C=C/CC(=O)N[C@@H](c1ccccc1)[C@@H](O)C(=O)O[C@H]1C[C@@]2(O)[C@@H](OC(=O)c3ccccc3)C3[C@](C)(C(=O)[C@H](OC(C)=O)C(=C1C)C2(C)C)[C@@H](O)C[C@H]1OC[C@@]31OC(C)=O (stereo partly specified)
→ -0.1	6	-6	20	-4	0	-25	0	-4	-21
> COC(=O)C1=C(c2cccc(C#N)c2)C[C@@H]2CC[C@H]1N2C(=O)NC1CC1
→ 2.5	-2	5	3	4	3	-6	-3	0	2
> CN1C(=O)C(=Cc2ccc(Sc3ccccc3)o2)C(=O)N(C)C1=O
→ -1.8	5	-6	3	27	46*	-11	-7	1	-17
> O=C1CN=C(c2ccccc2)c2cc(Br)ccc2N1Cc1cc(=O)n2ccccc2n1
→ -0.1	-8	-17	12	-13	-5	-4	-6	1	-1
> CCOC(=O)c1c(NS(=O)(=O)c2ccccc2)n(CCCOC)c2nc3ccccc3nc12
→ 3.2	27	4	34*	9	8	7	-4	-4	4
> COC(=O)C1=C(c2ccccc2)C[C@@H]2CC[C@H]1N2C(=O)NCCS(C)=O (stereo partly specified)
→ -1.4	0	-5	-6	4	2	-7	-4	0	0
> N#C/C(=C\c1ccc(O)cc1)C(=O)O
→ -2.1&1.0	0&3	-15&8	-11&-6	2&-5	2&4	4	5&-1	-6&2	-2&-7
> C[C@H](NC(=O)CCC(=O)N1C[C@H]2C[C@H](C1)c1cccc(=O)n1C2)c1ccccc1
→ -0.5	-2	-10	1	11	1	-1	-6	-2	-2
> CN1CCN(c2cc(N3CCCCCC3)c(F)cc2[N+](=O)[O-])CC1
→ -3.7	-2	7	-14	5	2	2	9	-6	4
> O=C1NC(=O)N(c2ccc3c(c2)OCO3)C(=O)/C1=C\c1ccc(-c2ccccc2C(=O)O)o1
→ -0.1	6	3	7	4	1	4	-12	-1	-4
> COc1ccc(OC)c2c1CCC1NCCOC21 (stereo unspecified)
→ 1.9	2	0	7	0	-3	4	0	-3	4
> CCOP(=O)(Cc1cc(C(=O)CC)c(C)o1)OCC
→ -0.8	1	-9	6	2	1	.	0	-4	1
> CCN(C(=O)COC(=O)Cc1ccccc1)c1c(N)n(Cc2ccccc2)c(=O)[nH]c1=O
→ 0.3	0	1	-16	-3	2	-7	1	-2	5
> CN1C(=O)C(=Cc2ccccc2OCc2ccc(Cl)cc2)C(=O)N(C)C1=O
→ -0.5	-6	3	-1	0	-3	-26	3	0	5
> Cc1ccc(N2Cc3ccccc3C2=N)cc1[N+](=O)[O-]
→ -0.5	0	-4	10	-4	1	3	-3	0	3
> CCCc1nc2ccccc2c(=O)n1-c1cccc(OC)c1
→ -1.7	-7	0	3	-4	-5	-10	-4	-1	2
> COC(=O)C1CC(OC(C)=O)C(=O)[C@H]2C1(C)CC[C@H]1C(=O)OC(c3ccoc3)CC12C (stereo partly specified)
→ 3.1	3	1	8	-1	1	.	4	-4	1
> CC(=O)N1CN2CN(C(C)=O)CC(C(=O)c3ccc(Br)cc3)(C2)C1
→ 2.0	1	9	-1	0	-7	2	2	-2	-9
> CCC(C(=O)N1CCC2(CC1)OCCO2)c1ccccc1 (stereo unspecified)
→ -0.6	-4	-3	-6	3	-1	7	5	-2	1
> C#CCN(C)C(C)Cc1ccccc1 (stereo unspecified)
→ -1.9	1	1	12	4	2	2	1&0	1	-4
> Cn1cc(C(=O)OCC(=O)NC2(C#N)CCCCC2)c2ccccc21
→ -3.0	0	-2	22	2	0	-2	0	-3	0
> C[C@]12CCC3C(CC[C@H]4C[C@H](O)[C@H](O)C[C@]34C)C1CC[C@@H]2O (stereo partly specified)
→ -1.7	-2	-22	11	2	-1	6	-7	-6	0
> CC(C)CN1CCN(Cc2cccc3c2OCO3)CC1CCO (stereo unspecified)
→ 1.5	-1	-4	11	2	-2	7	-9	-4	10
> CC1=C(C)CC2(CC1)C(=O)NC(=O)NC2=O
→ 0.7	1	-11	-6	4	-3	10	1	-1	-1
> C=C(C)C1(CCCC)C(=O)NC(=S)NC1=O
→ -1.5	2	-9	1	1	0	-1	5	-4	1
> COc1ccc(-c2nc3ccccc3c(=O)n2-c2nccs2)cc1
→ 0.4	1	0	-4	-2	-1	-7	5	0	-3
> CCOC(=O)CSc1ccc(C(=O)N2CCC3(CC2)OCCO3)cc1[N+](=O)[O-]
→ -0.2	2	-6	2	2	-2	8	4	1	4
> CC(=NC1CCN(Cc2ccccc2)CC1)c1c(O)n(C)c(=O)n(C)c1=O
→ -0.5	1	-2	12	-5	9	6	4	-5	-10
> COC(=O)C1=C(c2ccc(F)cc2F)C[C@@H]2CC[C@H]1N2C(=O)NCCO
→ 0.2	-3	5	-1	2	1	4	-2	1	3
> Cc1ccccc1CN1CCN(Cc2ccccc2)CC1
→ -0.6	-7	0	4	6	0	-2	-1	1	2
> COc1ccccc1-n1c(O)c(C=Nc2c(C)n(C)n(-c3ccccc3)c2=O)c(=O)[nH]c1=O
→ -2.5	0	-1	-1	-3	0	1	4	0	1

Given tab-delimited: part of the list above.
molecule	PG9 binder	rCAG RNA binder	ASAP1 inh	ARFGAP1 inhibitor	NPR2 activator	NPR1 activator	HTRA1 inh	NR1D1 modulator	SMARCA2 activ	ABHD4 inh
Cn1cc(C(=O)OCC(=O)NC2(C#N)CCCCC2)c2ccccc21	-3.0	0	-2	22	2	0	-2	0	-3	0
C[C@]12CCC3C(CC[C@H]4C[C@H](O)[C@H](O)C[C@]34C)C1CC[C@@H]2O (stereo partly specified)	-1.7	-2	-22	11	2	-1	6	-7	-6	0
CC(C)CN1CCN(Cc2cccc3c2OCO3)CC1CCO (stereo unspecified)	1.5	-1	-4	11	2	-2	7	-9	-4	10
CC1=C(C)CC2(CC1)C(=O)NC(=O)NC2=O	0.7	1	-11	-6	4	-3	10	1	-1	-1
C=C(C)C1(CCCC)C(=O)NC(=S)NC1=O	-1.5	2	-9	1	1	0	-1	5	-4	1
COc1ccc(-c2nc3ccccc3c(=O)n2-c2nccs2)cc1	0.4	1	0	-4	-2	-1	-7	5	0	-3
CCOC(=O)CSc1ccc(C(=O)N2CCC3(CC2)OCCO3)cc1[N+](=O)[O-]	-0.2	2	-6	2	2	-2	8	4	1	4
CC(=NC1CCN(Cc2ccccc2)CC1)c1c(O)n(C)c(=O)n(C)c1=O	-0.5	1	-2	12	-5	9	6	4	-5	-10
COC(=O)C1=C(c2ccc(F)cc2F)C[C@@H]2CC[C@H]1N2C(=O)NCCO	0.2	-3	5	-1	2	1	4	-2	1	3
Cc1ccccc1CN1CCN(Cc2ccccc2)CC1	-0.6	-7	0	4	6	0	-2	-1	1	2
COc1ccccc1-n1c(O)c(C=Nc2c(C)n(C)n(-c3ccccc3)c2=O)c(=O)[nH]c1=O	-2.5	0	-1	-1	-3	0	1	4	0	1

Source: PubChem

Not all compounds are listed; rates above refer to the full screens.
